Compound activity as filed in PubChem BioAssay.
TbREL1 inh: TbREL1 inhibition, primary screen. P86926. 89,000 compounds, 0.49% hits. TbREL1 RNA ligation, FRET fluorescence. inhibition, % at 9.66 µM;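 active = inhibition above the mean inhibition across all screened compounds plus 3 SD, cut at about 11% in these data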;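 note: 0% = plate median of test wells and 100% = NSC42067 control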
Target sequence (P86926 whole entry, looked up): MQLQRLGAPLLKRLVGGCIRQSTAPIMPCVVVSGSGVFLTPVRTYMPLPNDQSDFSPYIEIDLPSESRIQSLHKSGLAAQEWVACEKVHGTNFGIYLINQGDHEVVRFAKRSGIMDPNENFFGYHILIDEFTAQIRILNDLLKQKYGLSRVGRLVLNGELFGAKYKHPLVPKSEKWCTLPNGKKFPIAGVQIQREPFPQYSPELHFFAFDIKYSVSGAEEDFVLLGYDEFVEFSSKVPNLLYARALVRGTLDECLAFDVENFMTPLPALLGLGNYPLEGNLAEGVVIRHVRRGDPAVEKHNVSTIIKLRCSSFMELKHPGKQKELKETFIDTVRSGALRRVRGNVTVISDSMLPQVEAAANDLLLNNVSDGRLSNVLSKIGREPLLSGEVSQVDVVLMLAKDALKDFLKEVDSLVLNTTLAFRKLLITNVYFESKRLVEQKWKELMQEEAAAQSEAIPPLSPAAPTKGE
An asterisk follows results filed as active.

The opening 4 compounds, ahead of the listing:
TbREL1 inh	SMILES
-1	O=C(Nc1cccc(F)c1)c1ccc2c(c1)OCO2
1	COc1ccc(CNC(=O)Nc2ccc([N+](=O)[O-])cc2)cc1
-3	COc1ccc(OCCCC(=O)Nc2cccc(C(C)=O)c2)cc1
-3	COc1cc2oc3ccccc3c2cc1N(CC(=O)N1CCCCC1)S(=O)(=O)c1ccc(C)cc1

The list itself, previewed entries included:
TbREL1 inh	SMILES
-1	O=C(Nc1cccc(F)c1)c1ccc2c(c1)OCO2
1	COc1ccc(CNC(=O)Nc2ccc([N+](=O)[O-])cc2)cc1
-3	COc1ccc(OCCCC(=O)Nc2cccc(C(C)=O)c2)cc1
-3	COc1cc2oc3ccccc3c2cc1N(CC(=O)N1CCCCC1)S(=O)(=O)c1ccc(C)cc1
-1	CCOc1ccc2[nH]c(=O)c(C(c3nnnn3CCOC)N3CCOCC3)cc2c1 (stereo not given)
-1	O=C1CCCC2=C1C1(CCCC1)N=C(Nc1nc3cc(Br)ccc3o1)N2
-5	Cc1noc(C)c1CN(C(=S)NC1CC2CCC1C2)c1ccccc1 (stereo not given)
-1	Cc1cc(NC(=O)CSc2ccccc2)no1
-1	COc1ccc(C2(c3ccc(OC)cc3)NC(=O)N(CC(=O)NCC(C)c3ccccc3)C2=O)cc1 (stereo not given)
0	O=C(Nc1ccccc1)Nc1ccc2ocnc2c1
6	CS(=O)(=O)N1CCN(c2nnc(-c3ccccc3)c3ccccc23)CC1
-1	COc1ccc(NC(=O)c2ccc(S(=O)(=O)NCc3cccnc3)cc2)cc1
11	COCCNC(=S)Nc1ccccn1
0	CCC(=O)Nc1nnc(S(=O)(=O)N2CCc3ccccc32)s1
0	Cc1cc(C)cc(Cn2cc(CN3CC(N4CCN(CCO)CC4)CS3(=O)=O)nn2)c1 (stereo not given)
0	C[C@H]1CN([C@@H](C)CO)C(=O)CCCn2nncc2CO[C@@H]1CN(C)S(=O)(=O)c1cccc(F)c1
4	COc1cccc(C2=Cc3ccc(F)cc3C(CC(C)=O)N2c2ccc(-c3cncnc3)cc2)c1 (stereo not given)
-1	CCCS(=O)(=O)N1CCC(C(=O)NCCCN2CCC(Cc3ccccc3)CC2)CC1
3	COc1cc(NC(=O)c2cnn3c(C(F)F)cc(C4CC4)nc23)c(OC)cc1Cl
0	CC(C)CCNC(=O)c1ccc(OC2CCN(S(=O)(=O)N(C)C)CC2)cc1
5	O=C(c1ccc2c(c1)OCO2)N1CCN(S(=O)(=O)N2CCCCC2)CC1
-1	C=CCn1c(SCc2cc([N+](=O)[O-])cc3c2OCOC3)nc2cc(C(=O)O)ccc2c1=O
0	O=S(=O)(Nc1cccc2ccccc12)c1cccs1
2	CC(=O)C1=C(C)OC(N)=C(C#N)C1c1ccncc1 (stereo not given)
1	Cn1ccsc1=NC(=O)c1cccc(C#N)c1
-4	Cc1c(C(=O)OCC(=O)N2CC(C)OC(C)C2)oc2ccc(Br)cc12 (stereo not given)
0	COC(=O)c1nonc1NCn1nnc2ccccc21
2	COC(=O)c1cc(C(=O)OCC(=O)NC2CCS(=O)(=O)C2)cc([N+](=O)[O-])c1 (stereo not given)
0	O=c1ccn([C@@H]2O[C@H](CNCc3ccc(-n4cccn4)cc3)[C@@H](O)[C@H]2O)c(=O)[nH]1
2	CCCCCCC(=O)c1c(C)[nH]c(C(=O)OCC)c1C
-2	CN(C)/C=N/c1sc2c(c1C#N)CCCC2
0	COc1ccc(CCNC(=O)C2CC(c3ccc([N+](=O)[O-])cc3)=NO2)cc1 (stereo not given)
-4	CCOC(=O)CSc1nnc(CNc2nc(-c3ccccc3)cs2)n1C
1	O=C1CC(=C2c3ccccc3-c3ccccc32)C(=O)N1CCN1CCN(c2ccccc2)CC1
0	COc1ccc(COC(=O)c2ccc(Br)c(S(=O)(=O)N3CCOCC3)c2)cc1F
-3	C=CCc1c(C)nc(SC)nc1Nc1ccc(C(C)=O)cc1
-1	CC1(C)CC(=O)C(N=Nc2ccc(Br)cc2)=C(O)C1
-3	Cc1oc(-c2ccc(Cl)cc2)nc1CN1CCCC(C(=O)NCCCN2CCCC2=O)C1 (stereo not given)
0	CCn1ccc(-c2ccccc2)c(C#N)c1=O
4	COc1ccc(-c2c([C@H]3[C@@H]4C=CCC[C@@]4(C)C(=O)N3Cc3ccccc3)ccc3ccccc23)cc1OC
1	O=C(N/N=C/C(Cl)=C/c1ccccc1)c1cnccn1
0	COC(=O)c1ccccc1NC(=O)CC#N
-1	Cc1ccccc1Cn1cc(COC(=O)Nc2ccc(F)cc2)nn1
8	O=C(Nc1ccc(F)cc1)c1cnc(-c2ccccc2)nc1-c1ccccc1
6	CCCCOc1ccc(NC2=NC3(CCCCC3)N=C(N)N2)cc1
-3	CCc1ccc(-c2cc(C(=O)NN3CCN(C)CC3)c3ccccc3n2)cc1
-1	O=C(O)CCC(=O)N1N=C(c2c(-c3ccccc3)c3cc(Cl)ccc3[nH]c2=O)CC1c1ccco1 (stereo not given)
2	COc1ccc(CCN(Cc2cc3cc(C)c(C)cc3nc2Cl)C(=O)C2CC2)cc1
-4	CCc1ccc2c(COC(=O)C3CSC4(C)CCC(=O)N34)cc(=O)oc2c1 (stereo not given)
0	C/C(=N\NC(=O)c1ccc([N+](=O)[O-])c(C)c1)c1ccccc1Cl
4	CC(C)NC(=O)c1ccc(COCC(F)(F)C(F)F)cc1
5	N#Cc1ccc(N=c2ssnc2Cl)cc1
-6	FC(F)(F)c1n[nH]c(=S)n1/N=C/c1ccco1
0	CCCCN1C(=O)C(=O)N(CC(=O)c2ccc[nH]2)C1=O
0	Cc1ccc2[nH]c(=O)c(C(c3nnnn3CC3CCCO3)N3CCOCC3)cc2c1 (stereo not given)
-5	COC(=O)c1ccc(Oc2c(F)c(F)nc(N3CCOCC3)c2F)cc1

Later entries.
TbREL1 inh	SMILES
1	Cn1c(=O)c2c(nc(SCC(=O)Nc3ccccc3)n2C)n(C)c1=O
-1	O=C(Nc1ccc(S(=O)(=O)N2CCCCC2)cc1)C1CC(=O)N(Cc2ccccc2)C1 (stereo not given)
2	CCOc1cc(C2c3c(n[nH]c3C)C(=O)N2c2ccc(C)cc2)ccc1O (stereo not given)
-2	Cn1c(SCC(=O)N2CCN(c3cccc(Cl)c3)CC2)nnc1-c1ccncc1
0	O=C(COC(=O)c1ccc(Br)o1)Nc1cccc(S(=O)(=O)N2CCCCCC2)c1
-2	CCc1ccc(-c2cn3nc(C)c(C)nc3n2)cc1
2	CCc1ccc(-c2csc(NC(=O)c3cccnc3)n2)cc1
-1	Cc1cccc(NC(=O)COC(=O)c2ccc([N+](=O)[O-])o2)c1C
12*	Cc1ccc(OCCN2C(=O)C(=O)c3cc(C)ccc32)cc1
1	COc1ccccc1NC(=S)N1CCN(C/C=C/c2ccccc2)CC1
-2	CCc1ccc(NC(=O)CSCc2nc(N)nc(Nc3ccccc3CC)n2)cc1
0	O=C1c2ccccc2NC(c2ccncc2)N1c1ccccn1 (stereo not given)
6	O=C(Nc1cc2c3c(c1)CC(=O)N3CCC2)c1ccc(Cl)cc1
5	O=C(CSc1nnc(-c2ccccn2)n1-c1ccccc1)c1ccc2c(c1)OCO2
1	COCCn1c(=NC(=O)CSC(C)=O)sc2cc(F)ccc21
0	CCC(NC(=O)NCc1ccccc1)(C(F)(F)F)C(F)(F)F
0	Cc1ccc2c(c1)N(S(=O)(=O)c1ccc3c(c1)NC(=O)CC(=O)N3)CCO2
3	CC(=O)O/N=C(\N)c1ccc(-c2csnn2)cc1
-1	COc1ccnc(CS(=O)c2nc3ccc(OC(F)F)cc3[nH]2)c1OC (stereo not given)
-2	O=C(CC1SC(=Nc2ccc3c(c2)OCCO3)NC1=O)Nc1ccc(F)cc1F (stereo not given)
-5	O=C(NNC(=S)NC(=O)c1cccs1)c1cccnc1
0	COCCn1c(SCC(=O)Nc2cccnc2Cl)nc2ccccc21
-2	COc1ccc(-c2nnc(SCC(=O)NC3CCCCC3)o2)cc1
1	Cc1ccc(Nc2nnc(SCC(=O)Nc3ccccc3[N+](=O)[O-])s2)cc1

Looked up by compound from the entries so far:
TbREL1 inh	SMILES
6	O=C(Nc1cc2c3c(c1)CC(=O)N3CCC2)c1ccc(Cl)cc1
-3	Cc1oc(-c2ccc(Cl)cc2)nc1CN1CCCC(C(=O)NCCCN2CCCC2=O)C1 (stereo not given)
0	CCC(=O)Nc1nnc(S(=O)(=O)N2CCc3ccccc32)s1
1	O=C1CC(=C2c3ccccc3-c3ccccc32)C(=O)N1CCN1CCN(c2ccccc2)CC1

Next results follow.
TbREL1 inh	SMILES
-4	Cc1[nH]n(-c2ccccc2)c(=O)c1-c1ccc(Cl)cc1
-4	CC(=O)c1ccc(NC(=S)NCc2ccc(Cl)cc2Cl)cc1
-1	Cc1ccc(S(=O)(=O)N2CCN(C(=O)c3cc(S(=O)(=O)N4CCOCC4)ccc3Cl)CC2)c(C)c1
3	CCOc1ccc(CNC(=O)NS(=O)(=O)c2ccc(OC)cc2)cc1
1	CCN(CC)c1cc(C)c2cc(NC(=O)CNC(C)=O)ccc2n1
1	Cn1nnnc1SCC(=O)Nc1ccc2c(c1)OCO2
-2	O=C(O)C1CSC(c2ccccc2)N1C(=O)c1ccco1 (stereo not given)
-3	Cc1ccc(OCc2nnc(SCc3nc4ccccc4[nH]3)n2Cc2ccco2)cc1
0	Cc1ccc(N/N=C2/CCCNC2=O)cc1
3	O=C(c1cnn2ccccc12)N1CCN(C2CCCCC2)CC1
0	C=CC[C@H](CC(=O)N(CCO)Cc1ccccc1)C(=O)NC[C@@H](OC(=O)[C@@H](CC=C)Cc1ccc(F)cc1)c1ccccc1
-4	Cc1ccc(-n2c(SCC(=O)c3ccc(F)cc3)nnc2-c2cnccn2)cc1
1	CCCCc1cc(O)c(CCCC)c(O)c1
1	Cc1ccccc1-c1nc2ccccc2c(=O)n1/N=C/c1ccc([N+](=O)[O-])cc1
1	O=C(N/C(=C/c1ccco1)C(=O)N1CCOCC1)c1ccc([N+](=O)[O-])cc1
4	Cn1c(CNC(=O)c2ccc3c(c2)OCO3)nnc1SCC(=O)Nc1ccccc1Cl
-4	CCOc1ccc(NS(=O)(=O)c2ccc(C(=O)NC3CCC(O)CC3)cc2)cc1 (stereo not given)
4	CC(C)OC(=O)CCC(=O)Nc1nc2ccccc2s1
7	CC(=O)Nc1cccc(C(=O)N2CCN(Cc3ccccc3)CC2)c1
-2	Nc1[nH]n2c(=O)c3c(nc2c1N=Nc1ccc(Cl)cc1)CCCC3
-1	O=C(Nc1cccc(C(=O)O)c1)/C(=C\c1ccc2c(c1)OCO2)NC(=O)c1ccc(Br)o1
1	CC(C)CN(C(=O)CSc1n[nH]c(-c2cccs2)n1)C1CCS(=O)(=O)C1 (stereo not given)
10	COc1ccc(C(CCN2CCCC(C)C2)c2c(OC)cc(OC)c3c(-c4ccccc4)cc(=O)oc23)cc1 (stereo not given)
6	COC(=O)c1cn(NC(=O)c2cc([N+](=O)[O-])ccc2F)c(=O)c2ccccc12
1	N#CC1=C(N)N(c2ncn[nH]2)C2=C(C(=O)CCC2)C1c1ccccc1 (stereo not given)
1	CCc1nnc(NC(=O)Cc2ccc(Br)cc2)s1
-3	Cc1oc(-c2ccccc2Cl)nc1CS(=O)CC(=O)NCc1ccc(Cl)cc1 (stereo not given)
2	COc1ccc(-c2[nH]nc(-c3ccccc3)c2-c2nc3ccccc3[nH]2)cc1
-5	COC(=O)[C@]12C[C@H](CC(=O)NCc3ccc(C)o3)C(=O)N(Cc3ccc(Cl)cc3Cl)C1=C[C@H](C(C)C)O[C@@H]2C1CC1
4	Cc1ccc(C(=O)NCC(=O)NCC(=O)OCC(=O)c2ccc(F)cc2)cc1
-2	COc1ccc(NC(=O)N(C)C[C@H]2Oc3ccc(NS(=O)(=O)c4cccs4)cc3C(=O)N([C@H](C)CO)C[C@@H]2C)cc1
-1	Cc1ccc(C)c(N(CC(=O)NC2CCCC2)C(=O)CNC(=O)c2cccs2)c1
0	C=CCNc1ncnc2c1cnn2-c1cccc(C)c1
1	COc1ccccc1NC(=O)NC1(C(=O)N2CCC(C)CC2)CCCCC1
-3	COc1cc(/C=N/NC(=O)C(=O)NCc2ccco2)cc(Br)c1O
2	COCCCNC(=O)c1cc2c(-c3ccc(Cl)cc3)nn(C)c2s1
1	CCOC(=O)C1CCCN(Cc2cc(Br)c(OC)cc2OC)C1 (stereo not given)
1	Cc1cccc(N2CC(O)=C(c3nc4ccccc4n3C)C2=N)c1
0	Cc1ccc2nc(-c3ccc(S(=O)(=O)N4CCCCC4)cc3)cn2c1
1	COc1cccc(S(=O)(=O)Nc2ccc3sc(C)nc3c2)c1

An excerpt from the list above, for reference:
TbREL1 inh	SMILES
0	C=CCNc1ncnc2c1cnn2-c1cccc(C)c1
1	COc1ccccc1NC(=O)NC1(C(=O)N2CCC(C)CC2)CCCCC1

More entries
TbREL1 inh	SMILES
3	O=C(c1cccs1)N1C[C@H](O)[C@@H](n2cc(-c3ccc(F)cc3)nn2)C[C@@H]1c1ccccc1
1	O=C1c2ccccc2C(=O)N1CC1=CCS(=O)(=O)C1
0	COc1cc(NC(=O)COC(=O)Cn2cnc3c2c(=O)n(C)c(=O)n3C)cc(OC)c1
1	CC(C)NC(=O)CCCc1ccccc1
-4	CN(C(=O)CCn1nnc(-c2cccs2)n1)C1CCCCC1
0	CNC(=O)c1cc(S(=O)(=O)N2CC(C)OC(C)C2)ccc1N1CCOCC1 (stereo not given)
1	COc1ccc([N+](=O)[O-])cc1NC1C2CC3CC(C2)CC1C3 (stereo not given)
3	CN(c1cccc(NC(=O)CN(c2cccc(Cl)c2)S(=O)(=O)c2ccccc2)c1)S(C)(=O)=O
0	O=C(O)CCn1cc(/C=C\C(=O)c2ccc(Cl)cc2)c(-c2cccc(Br)c2)n1
-4	CCN(CC)C(=O)Cn1cnc2sc(C(=O)N3CCN(Cc4ccc5c(c4)OCO5)CC3)c(C)c2c1=O
1	O=C1NC(Cc2ccccc2)C(=O)N1CC(=O)N1CCCc2ccccc21 (stereo not given)

Copied from the list.
In TbREL1 inh, `CN(c1cccc(NC(=O)CN(c2cccc(Cl)c2)S(=O)(=O)c2ccccc2)c1)S(C)(=O)=O` is entered as 3
In TbREL1 inh, `CNC(=O)c1cc(S(=O)(=O)N2CC(C)OC(C)C2)ccc1N1CCOCC1` (stereo not given) is entered as 0

Only part of the results is shown; rates above refer to the full screens.
